OX1R antag-1: antagonists of human orexin 1 receptor (OX1R); 1.8% of 330,000 active; Orexin/Hypocretin receptor type 1 (Homo sapiens), O43613; OX1R-expressing cells, FRET antagonist read-out; AID 485270, 2010; inhibition, % at 6.6 µM; in the data active = inhibition mostly above about 38%, no sharp cut-off; inactive = mostly below about 40%;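 also: 0% = agonist challenge alone and 100% = reference antagonist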
Target sequence (O43613 whole entry, looked up): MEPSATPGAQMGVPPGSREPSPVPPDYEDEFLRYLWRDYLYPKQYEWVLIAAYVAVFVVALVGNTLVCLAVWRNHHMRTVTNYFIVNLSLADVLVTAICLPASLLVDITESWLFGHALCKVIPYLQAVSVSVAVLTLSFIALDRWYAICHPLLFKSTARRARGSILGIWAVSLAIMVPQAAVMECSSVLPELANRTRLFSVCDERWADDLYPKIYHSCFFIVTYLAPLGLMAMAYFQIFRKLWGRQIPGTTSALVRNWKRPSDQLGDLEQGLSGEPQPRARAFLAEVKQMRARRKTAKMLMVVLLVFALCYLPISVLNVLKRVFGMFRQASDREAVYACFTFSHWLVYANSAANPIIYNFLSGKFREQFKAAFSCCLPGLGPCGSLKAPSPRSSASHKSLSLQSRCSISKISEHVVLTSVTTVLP
OX1R antag-2: OX1R (HCRTR1) antagonists, primary screen, fluorescence, CHO/OX1R cells, Fluo-8 calcium, orexin A | Orexin/Hypocretin receptor type 1 (Homo sapiens), O43613 | Fluo-8 calcium fluorescence | inhibition, % at 5 µM | 0.43% of 330,000 active | AID 434989, 2010;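 active = inhibition above its plate's threshold, mean inhibition of all tested compounds on the plate plus 3 SD, cut at about 37% in these data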;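 also: 0% = orexin A challenge wells and 100% = SB-334867-A antagonist wells; not every result past the cut was called active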
STK33 kinase inh: inhibitors of purified STK33 kinase, primary screen, biochemical, ADP-Glo luminescence, homogeneous, cell-free; 0.073% of 320,000 active; MBP phosphorylation; inhibition, % at 10 µM; Serine/threonine-protein kinase 33 (Homo sapiens), Q9BYT3;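 active = inhibition at or above 25%, using the most active replicate where run in duplicate; inactive = inhibition below 25%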
Target sequence (Q9BYT3 whole entry, looked up): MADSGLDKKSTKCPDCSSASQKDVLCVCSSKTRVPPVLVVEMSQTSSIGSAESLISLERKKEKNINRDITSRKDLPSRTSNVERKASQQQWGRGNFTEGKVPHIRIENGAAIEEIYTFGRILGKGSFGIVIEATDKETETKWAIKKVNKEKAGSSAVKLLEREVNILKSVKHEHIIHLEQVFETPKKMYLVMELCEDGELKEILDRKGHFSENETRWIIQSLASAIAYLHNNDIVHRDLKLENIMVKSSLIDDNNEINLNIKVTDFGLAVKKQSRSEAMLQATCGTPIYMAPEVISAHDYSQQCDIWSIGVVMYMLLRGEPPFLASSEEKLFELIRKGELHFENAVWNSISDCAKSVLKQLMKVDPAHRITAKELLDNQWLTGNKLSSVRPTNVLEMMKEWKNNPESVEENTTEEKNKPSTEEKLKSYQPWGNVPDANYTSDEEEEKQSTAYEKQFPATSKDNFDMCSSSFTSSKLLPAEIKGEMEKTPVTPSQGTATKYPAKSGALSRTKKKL
* = called active by the depositor. Compounds as they come, and some 2.2% of all compounds hit somewhere here.

What do the screens show for `COc1ccccc1CNC(=O)C(CC(C)C)NS(=O)(=O)c1ccc2c(c1)oc(=O)n2C` (configuration not stated)?
OX1R antag-1: 13; OX1R antag-2: -18; STK33 kinase inh: 0.5

Results for Cc1ccccc1-n1c(N)cc(=O)[nH]c1=S ?
OX1R antag-1: 2; OX1R antag-2: 1; STK33 kinase inh: 0.5

How did COCc1cc(C)nc(SCC(=O)NCC2CCCO2)c1C#N (configuration not stated) do in these assays?
OX1R antag-1: 8; OX1R antag-2: -15; STK33 kinase inh: -0.8

What do the screens show for `Cc1ccc(-c2nnn(CC(=O)N(CC(=O)NC(C)C)c3cnc4ccccc4c3)n2)o1`?
OX1R antag-1: 19; OX1R antag-2: -11; STK33 kinase inh: -1.2

Results for Cc1nc2c([nH]c3ccccc32)c(=O)n1N ?
OX1R antag-1: 16; OX1R antag-2: -16; STK33 kinase inh: 0.8

How did CCOc1ccc(-c2cn(-c3ccc(OC)cc3)c(SC)n2)cc1 do in these assays?
OX1R antag-1: 21; OX1R antag-2: -50; STK33 kinase inh: -0.2

Results for Cc1cccc(C)c1NC(=S)N1CCOCC1 ?
OX1R antag-1: 7; OX1R antag-2: -3; STK33 kinase inh: -1.3

What do the screens show for `O=c1cc(-c2cccnc2)oc2c1ccc1ccccc12`?
OX1R antag-1: 36*; OX1R antag-2: -12; STK33 kinase inh: 4.6

How did COc1ccc(S(=O)(=O)CCC(=O)Nc2cc(C)ccc2OC)cc1 do in these assays?
OX1R antag-1: 2; OX1R antag-2: -20; STK33 kinase inh: -1.3

Results for CCc1ccc(OCC(=O)Nc2ccc(S(=O)(=O)Nc3ccccn3)cc2)cc1 ?
OX1R antag-1: 2; OX1R antag-2: -14; STK33 kinase inh: 1.9

How did CC1CC(C)CN(C(=O)c2cc3c(=O)n4ccccc4nc3s2)C1 (configuration not stated) do in these assays?
OX1R antag-1: 21; OX1R antag-2: -32; STK33 kinase inh: 1.2

How did COc1c(C)cc(C(=O)C2CCCN(Cc3ccc(Oc4ncccn4)cc3)C2)cc1C (configuration not stated) do in these assays?
OX1R antag-1: 24; OX1R antag-2: -25; STK33 kinase inh: 0.8

Results for Cc1ccc2nc(-c3cccc(S(=O)(=O)N4CC(C)OC(C)C4)c3)cn2c1 (configuration not stated) ?
OX1R antag-1: 10; OX1R antag-2: -24; STK33 kinase inh: 0.4

Results for Cc1ccc(SCCNC(=S)Nc2cc(C)ccc2C)cc1 ?
OX1R antag-1: 27; OX1R antag-2: 25; STK33 kinase inh: 0.1

What do the screens show for `CN1CCN(c2cc(=O)n(Cc3ccc(F)cc3)c(=O)[nH]2)CC1`?
OX1R antag-1: 10; OX1R antag-2: -16; STK33 kinase inh: -0.2

How did COc1ccc(/C=N/NC(=O)c2nnn(-c3nonc3N)c2-c2cccs2)c(OC)c1 do in these assays?
OX1R antag-1: 15; OX1R antag-2: -5; STK33 kinase inh: 0.6

What do the screens show for `COc1cccc(OC)c1C(=O)OCC(=O)N(c1ccccc1)C1CCCCC1`?
OX1R antag-1: 12; OX1R antag-2: -96; STK33 kinase inh: -2.3

How did COc1cccc(N(CC(=O)NCCN2CCOCC2)S(=O)(=O)c2ccccc2)c1 do in these assays?
OX1R antag-1: 21; OX1R antag-2: -14; STK33 kinase inh: -0.3

What do the screens show for `CC(=O)Nc1ccc(NC(=O)C(C)OC(=O)c2c(NC(C)=O)sc(C)c2C)cc1` (configuration not stated)?
OX1R antag-1: -1; OX1R antag-2: -26; STK33 kinase inh: 0.5

Results for COc1ccccc1C(=O)NC1CCSc2ccccc21 (configuration not stated) ?
OX1R antag-1: 80*; OX1R antag-2: -13; STK33 kinase inh: -1.1

What do the screens show for `Cc1ccc(-c2nnc(OCCN3CCOCC3)c3ccccc23)cc1`?
OX1R antag-1: 37; OX1R antag-2: -29; STK33 kinase inh: 0.0

What do the screens show for `CSc1ccc(CN2CCC(Cc3ccccc3)CC2)cc1`?
OX1R antag-1: 14; OX1R antag-2: -21; STK33 kinase inh: 0.3

How did COc1ccc(C2CC(c3cccs3)=NN2C(=O)CSc2nc3ccccc3s2)cc1 (configuration not stated) do in these assays?
OX1R antag-1: 17; OX1R antag-2: -40; STK33 kinase inh: 0.3

Results for Cn1c(=O)c2c(SCC(=O)Nc3ccccc3F)nc(C3CC3)nc2n(C)c1=O ?
OX1R antag-1: 5; OX1R antag-2: -20; STK33 kinase inh: -2.6

How did CC(=O)Nc1cccc(NC(=O)CSc2n[nH]c(-c3ccccc3)n2)c1 do in these assays?
OX1R antag-1: 47*; OX1R antag-2: 11; STK33 kinase inh: 1.5

What do the screens show for `COc1ccc(C(=O)COC(=O)c2ccccc2C(=O)N(C)c2ccccc2)c(OC)c1`?
OX1R antag-1: 26; OX1R antag-2: -19; STK33 kinase inh: -0.7

Results for Clc1ccc(NCc2nnc3n2CCCCC3)cc1 ?
OX1R antag-1: 4; OX1R antag-2: -20; STK33 kinase inh: -0.7

How did COc1ccc2oc(=O)c(C(=O)n3ccc(C)n3)cc2c1 do in these assays?
OX1R antag-1: 14; OX1R antag-2: -14; STK33 kinase inh: -0.2

What do the screens show for `CC1CCCN(S(=O)(=O)c2ccc(NC(=O)C3CC(=O)N(c4ccccc4)C3)cc2)C1` (configuration not stated)?
OX1R antag-1: 6; OX1R antag-2: -8; STK33 kinase inh: 0.0

How did COC(=O)c1cc(=O)n(Cc2ccc(OC)c(OC)c2)c(=Nc2ccc(F)cc2)s1 do in these assays?
OX1R antag-1: 8; OX1R antag-2: -21; STK33 kinase inh: -1.2

Results for CS(=O)(=O)c1ccc2nc(NC(=O)CN3CCOCC3)sc2c1 ?
OX1R antag-1: -3; OX1R antag-2: -14; STK33 kinase inh: 1.6

How did CCOC(=O)C1(Cc2ccc(OC)cc2)CCN(C(=O)C2CC(=O)N(C3CC3)C2)CC1 (configuration not stated) do in these assays?
OX1R antag-1: 14; OX1R antag-2: -22; STK33 kinase inh: -0.7

How did O=C(NC1CC1)C1CCN(C2CCN(C(=O)Cc3ccc(F)cc3)CC2)CC1 do in these assays?
OX1R antag-1: 5; OX1R antag-2: -6; STK33 kinase inh: -0.4

Results for Cc1c(NC(=O)CN(c2ccccc2)S(=O)(=O)c2ccc(F)cc2)c(=O)n(-c2ccccc2)n1C ?
OX1R antag-1: 18; OX1R antag-2: 4; STK33 kinase inh: 0.4

What do the screens show for `CSc1ccc(C(=O)C2CCCN(C(=O)c3csc(C(C)=O)c3)C2)cc1` (configuration not stated)?
OX1R antag-1: 14; OX1R antag-2: -26; STK33 kinase inh: 0.0

How did CCOc1ncccc1C(=O)N1CCN(C(=O)c2ccccc2)CC1 do in these assays?
OX1R antag-1: 14; OX1R antag-2: -12; STK33 kinase inh: -2.0

How did C/C(=C\C(=O)c1ccccc1)Nc1ccc(Br)c(Cl)c1 do in these assays?
OX1R antag-1: 8; OX1R antag-2: -2

How did Cc1cc(S(=O)(=O)NC2CCCCC2)ccc1OCC(=O)NCc1ccccn1 do in these assays?
OX1R antag-1: 13; OX1R antag-2: -19; STK33 kinase inh: 0.0

Results for CCn1c(C(C)NC(=O)c2ccccc2C)n[nH]c1=S (configuration not stated) ?
OX1R antag-1: 13; OX1R antag-2: -13; STK33 kinase inh: -1.0

What do the screens show for `O=S(=O)(NCCc1csc(-c2cccnc2)n1)c1ccc(Cl)s1`?
OX1R antag-1: 20; OX1R antag-2: -27; STK33 kinase inh: -0.6

What do the screens show for `CCOC(=O)C1=C(C)Nc2nnnn2C1c1ccc(OC)c(Br)c1` (configuration not stated)?
OX1R antag-1: 12; OX1R antag-2: -26; STK33 kinase inh: -0.6

What do the screens show for `O=C1CC(N2CCC(c3nc4ccccc4s3)CC2)C(=O)N1Cc1ccccc1` (configuration not stated)?
OX1R antag-1: 11; OX1R antag-2: -31; STK33 kinase inh: -2.1

What do the screens show for `COc1ccc(-c2nc(=S)[nH][nH]2)cc1OC`?
OX1R antag-1: 8; OX1R antag-2: -6; STK33 kinase inh: -0.5

Results for COc1cc(NC(=O)CCn2c(=O)oc3ccccc32)cc(OC)c1OC ?
OX1R antag-1: 4; OX1R antag-2: -11; STK33 kinase inh: -1.1

How did CCn1c(SCC(=O)N2CCCC2)nc2ccccc21 do in these assays?
OX1R antag-1: -5; OX1R antag-2: -7; STK33 kinase inh: 1.8

Looked up one by one from the list above (2):
Results for Cc1nc2c([nH]c3ccccc32)c(=O)n1N ?
OX1R antag-1: 16; OX1R antag-2: -16; STK33 kinase inh: 0.8

How did COC(=O)c1cc(=O)n(Cc2ccc(OC)c(OC)c2)c(=Nc2ccc(F)cc2)s1 do in these assays?
OX1R antag-1: 8; OX1R antag-2: -21; STK33 kinase inh: -1.2

Back to the main list with the 2 entries that preceded the break.
Results for COc1cc(NC(=O)CCn2c(=O)oc3ccccc32)cc(OC)c1OC ?
OX1R antag-1: 4; OX1R antag-2: -11; STK33 kinase inh: -1.1

How did CCn1c(SCC(=O)N2CCCC2)nc2ccccc21 do in these assays?
OX1R antag-1: -5; OX1R antag-2: -7; STK33 kinase inh: 1.8

Results for COc1ccc2nc(SCC(=O)Nc3ccccc3C#N)[nH]c2c1 ?
OX1R antag-1: 17; OX1R antag-2: -18; STK33 kinase inh: 2.4

What do the screens show for `Cc1ccc(S(=O)(=O)Nc2cccc(C(=O)NCC(C)(C)N3CCOCC3)c2)cc1F`?
OX1R antag-1: 12; OX1R antag-2: -30; STK33 kinase inh: -0.6

Results for O=C1CC(c2ccccc2)Cc2nc3ncnn3cc21 (configuration not stated) ?
OX1R antag-1: 3; OX1R antag-2: 0; STK33 kinase inh: -1.8

How did O=C(CNC(=O)Cc1ccccc1)NCC(=O)N1CCN(C(c2ccccc2)c2ccccc2)CC1 do in these assays?
OX1R antag-1: 7; OX1R antag-2: -24; STK33 kinase inh: -0.2

Results for CCNS(=O)(=O)c1ccc(NC(=O)Nc2cc(C)ccc2OC)cc1 ?
OX1R antag-1: 5; OX1R antag-2: 1; STK33 kinase inh: 3.7

How did COc1ccc(S(=O)(=O)N2CCSC2c2ccc(N)cc2)cc1 (configuration not stated) do in these assays?
OX1R antag-1: 16; OX1R antag-2: 0; STK33 kinase inh: -4.0

What do the screens show for `CCC1CCCCN1C(=O)c1sc2ncnc(N(CC)CC)c2c1C` (configuration not stated)?
OX1R antag-1: 15; OX1R antag-2: -30

What do the screens show for `CS(=O)(=O)N(CCC#N)Cc1ccco1`?
OX1R antag-1: 14; OX1R antag-2: -18; STK33 kinase inh: -0.4

How did CN(C)S(=O)(=O)c1ccc(N2CCN(S(=O)(=O)c3ccc(F)cc3)CC2)c(Cl)c1 do in these assays?
OX1R antag-1: 32; OX1R antag-2: 10; STK33 kinase inh: 1.6

Results for C/C(N)=C(/C#N)C(=O)COC(=O)CSc1ccccc1 ?
OX1R antag-1: 15; OX1R antag-2: -12; STK33 kinase inh: -0.4

What do the screens show for `O=C(O)CSC1CC(=O)N(c2ccc(Cl)c(Cl)c2)C1=O` (configuration not stated)?
OX1R antag-1: 13; OX1R antag-2: 8; STK33 kinase inh: -1.5

Results for O=C(CNS(=O)(=O)c1ccc(Cl)cc1)N/N=C/c1ccco1 ?
OX1R antag-1: 7; OX1R antag-2: -28; STK33 kinase inh: -0.1

What do the screens show for `Cc1cccnc1NC(=O)COc1ccc2c(c1)CCC2`?
OX1R antag-1: 12; OX1R antag-2: -8; STK33 kinase inh: -1.2

Results for O=C(CCN1C(=O)[C@H]2CC=CC[C@H]2C1=O)NCc1nc(-c2ccc(Cl)cc2)no1 ?
OX1R antag-1: 10; OX1R antag-2: -17; STK33 kinase inh: -1.0

How did O=C(COC(=O)/C=C/c1ccc(Cl)cc1)Nc1cccc(S(=O)(=O)NC2=NCCCCC2)c1 do in these assays?
OX1R antag-1: 0; OX1R antag-2: -10; STK33 kinase inh: -0.6

Compounds from the list above that have bromine, in the order listed:
How did C/C(=C\C(=O)c1ccccc1)Nc1ccc(Br)c(Cl)c1 do in these assays?
OX1R antag-1: 8; OX1R antag-2: -2

What do the screens show for `CCOC(=O)C1=C(C)Nc2nnnn2C1c1ccc(OC)c(Br)c1` (configuration not stated)?
OX1R antag-1: 12; OX1R antag-2: -26; STK33 kinase inh: -0.6

(continued)
Results for COc1cccc(C(C)NC(=O)C2CCCO2)c1 (configuration not stated) ?
OX1R antag-1: 6; OX1R antag-2: -7; STK33 kinase inh: -2.6

Results for CCc1ccc(-c2cnc3ccccc3n2)cc1NC(=O)CNC(=O)c1ccccc1 ?
OX1R antag-1: 16; OX1R antag-2: -12; STK33 kinase inh: 2.6

What do the screens show for `NC(=O)CC(NC(=O)Cc1cccc2ccccc12)c1ccc(NCCOc2ccccc2)c([N+](=O)[O-])c1` (configuration not stated)?
OX1R antag-1: 9; OX1R antag-2: -1; STK33 kinase inh: 0.6

Results for N#Cc1ccccc1COC(=O)c1cc(=O)c2ccccc2o1 ?
OX1R antag-1: 4; OX1R antag-2: -12; STK33 kinase inh: -0.3

What do the screens show for `CCCn1c(N)c(C(=O)CN2CCN(S(=O)(=O)c3cccc(Cl)c3)CC2)c(=O)[nH]c1=O`?
OX1R antag-1: 4; OX1R antag-2: -20; STK33 kinase inh: -0.8
